Apaf1 inhib = inhibitors of human Apaf-1 apoptosome, primary screen, biochemical, DEVD-Rh110 fluorescence, uHTS; reconstituted apoptosome caspase-3 activity; 0.71% of 330,000 active; inhibition, % at 20 µM; Apoptotic protease-activating factor 1 (Homo sapiens), O14727; active = inhibition of at least 40% at 20 µM;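 also: plate controls were DMSO wells for no effect and DEVD-CHO caspase inhibitor wells for full effect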
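Medium: Hepes buffer, pH 7.5 / System: biochemical Apaf-1 apoptosome reconstitution / Measured by: Rh110 fluorescence, excitation 480 nm, emission 540 nm / Times: compound with Apaf-1, dATP, procaspase-3 30 min, then 50 min reaction, room temperature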
Gli-Sufu block = Gli-Sufu pathway antagonists, primary screen, luciferase luminescence, Sufu-KO-LIGHT cells, uHTS | Sufu-KO-LIGHT fibroblasts, Gli luciferase reporter luminescence | inhibition, % at 5 µM | 0.74% of 340,000 active | AID 588413, 2011;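 active = inhibition above about 55%, limit read from the data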;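 also: 0% = DMSO-treated cells and 100% = wells with medium but no cells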
SENP8 block = SENP8 protease inhibitors, primary screen, biochemical, luminescence | inhibition, % at 10 µM | purified SENP8, Z-RLRGG-aminoluciferin cleavage | Sentrin-specific protease 8 (Homo sapiens), Q96LD8 | 1.2% of 330,000 active | AID 2540, 2010
697 NFkB inh = inhibitors of PMA/ionomycin-induced NF-kB reporter, 697 cells, primary screen, B-cell NF-kB inhibitor project, cell-based, luminescence, uHTS. 697 B-cell NF-kB luciferase reporter, 16 h. inhibition, % at 4 µM. AID 435022, 2010. 0.33% of 330,000 active; in the data active = inhibition above about 35%
SENP7 block = SENP7 protease inhibitors, primary screen, biochemical, luminescence, uHTS; Sentrin-specific protease 7 (Homo sapiens), Q9BQF6; recombinant SENP7, Z-RLRGG-aminoluciferin luminescence, 40 min; inhibition, % at 5 µM; 1.5% of 330,000 active; AID 434973, 2010;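 active = inhibition above about 50% at the single test dose, limit read from the data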;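 also: plate controls were DMSO with enzyme for no effect and no enzyme buffer wells for full effect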
Jurkat NFkB inh = inhibitors of induced NF-kB luciferase reporter, primary screen, TCR NF-kB activation inhibitor project, cell-based, luminescence, uHTS. Jurkat, PMA/ionomycin-induced NF-kB luciferase reporter. inhibition, % at 4 µM. 0.53% of 330,000 active
UBC13 polyUb = UBC13 polyubiquitin chain formation inhibitors, primary screen, biochemical, TR-FRET, uHTS. Ubiquitin-conjugating enzyme E2 N (Homo sapiens), P61088. inhibition, % at 20 µM. 0.47% of 330,000 active. AID 485273, 2010; in the data active = inhibition above about 45%, passing the limit was not always enough
Target sequence (P61088 whole entry, looked up): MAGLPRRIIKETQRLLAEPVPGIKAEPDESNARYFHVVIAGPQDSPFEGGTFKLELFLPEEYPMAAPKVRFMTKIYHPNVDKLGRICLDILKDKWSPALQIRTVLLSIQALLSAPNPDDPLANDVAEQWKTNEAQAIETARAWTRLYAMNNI
HKDC1 inhibitor = HKDC1 hexokinase inhibitors, primary screen, biochemical, fluorescence, uHTS; Q2TB90; recombinant HKDC1, G6PDH/diaphorase resazurin coupled fluorescence; inhibition, % at 20 µM; 0.16% of 340,000 active;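 active = inhibition above about 35% when tested at 20 µM, limit read from the data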;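 also: plate controls were DMSO wells with enzyme for no effect and DMSO wells lacking enzyme for full effect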
Target sequence (Q2TB90 whole entry, looked up): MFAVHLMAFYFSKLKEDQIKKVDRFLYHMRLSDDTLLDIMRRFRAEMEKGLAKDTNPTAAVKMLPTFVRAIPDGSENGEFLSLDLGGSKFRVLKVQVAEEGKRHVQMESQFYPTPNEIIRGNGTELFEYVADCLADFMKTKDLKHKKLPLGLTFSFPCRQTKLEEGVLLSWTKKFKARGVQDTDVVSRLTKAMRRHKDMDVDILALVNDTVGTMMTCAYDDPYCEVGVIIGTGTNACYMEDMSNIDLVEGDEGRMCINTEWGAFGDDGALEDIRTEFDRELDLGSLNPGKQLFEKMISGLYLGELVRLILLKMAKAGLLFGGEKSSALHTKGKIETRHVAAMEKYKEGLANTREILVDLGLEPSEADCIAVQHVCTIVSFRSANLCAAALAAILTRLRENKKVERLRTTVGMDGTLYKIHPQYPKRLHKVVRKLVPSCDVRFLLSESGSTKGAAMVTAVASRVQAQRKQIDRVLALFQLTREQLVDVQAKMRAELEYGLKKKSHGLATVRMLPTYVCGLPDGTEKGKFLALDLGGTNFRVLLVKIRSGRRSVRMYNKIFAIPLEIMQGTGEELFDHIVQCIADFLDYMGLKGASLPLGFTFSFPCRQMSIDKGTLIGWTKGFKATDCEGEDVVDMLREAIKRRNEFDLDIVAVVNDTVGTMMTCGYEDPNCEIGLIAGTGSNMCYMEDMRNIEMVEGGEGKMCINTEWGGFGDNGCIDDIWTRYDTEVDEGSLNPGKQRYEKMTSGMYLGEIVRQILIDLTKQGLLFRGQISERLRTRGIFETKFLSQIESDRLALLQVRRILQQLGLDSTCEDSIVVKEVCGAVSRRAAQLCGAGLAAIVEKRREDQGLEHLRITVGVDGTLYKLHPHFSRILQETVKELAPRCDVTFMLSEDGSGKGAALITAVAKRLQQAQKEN
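test system = in-house recombinant HK5 (HKDC1) enzyme | amount = HKDC1 at 5 µg/mL | control set = DMSO-enzyme wells negative, buffer-substituted wells positive | compound = one dose of 20 µM, 1% DMSO | schedule = reaction time 90 min, room temperature, protected from light | technique = resorufin fluorescence at 613 nm | reagent = glucose with 1 mM ATP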
The depositor's hits bear a star; i = inactive; x = not tested or not shown. Rule as the data show it, unless noted: active = inhibition above about 50%; inactive = the rest.

Compound,Gli-Sufu block,Apaf1 inhib,SENP8 block,Jurkat NFkB inh,697 NFkB inh,UBC13 polyUb,HKDC1 inhibitor,SENP7 block
COCCCNC(=O)c1cn(C)c(=O)c2c1c1ccccc1n2C,-3,0,0,3,17,13,0,3
COc1ccccc1CNC(=O)COC(=O)c1c(C)nn(-c2ccccc2)c1Cl,-12,13,1,-8,10,-1,4,-3
COc1ccc(CCC(=O)Nc2cccc(S(=O)(=O)N(C)C)c2)cc1OC,4,0,-10,-12,12,-11,-7,3
Cc1cc(C)c(C#N)c(N2CCC(C(N)=O)CC2)n1,10,-11,-2,-8,-4,2,0,6
COC(=O)c1ccc(CNC(=O)COC(=O)CCC(=O)c2ccc(F)cc2)cc1,-4,1,-14,-9,13,-12,-4,-8
O=C(c1ccc(OC2CCN(CCc3ccccc3)CC2)cc1)N1CCCC(O)C1 (stereo not given),20,6,2,-9,-7,-4,-8,6
CC(C)N1CC(COc2ccc(Cl)cc2Cl)OC1=O (stereo not given),2,6,-12,-5,3,-4,-6,1
O=C(O)CC(CC(=O)N1CCN(C(=O)c2ccco2)CC1)c1ccccc1 (stereo not given),-11,3,2,-2,21,-7,-4,0
COc1ccccc1NC(=O)NC1CCCCCCC1,-6,1,-13,-20,-28,3,5,-15
Cc1ccc2c(Cl)cc(Cl)c(OCC(=O)O)c2n1,1,6,-4,0,16,0,6,1

The listing continues.
Compound,Gli-Sufu block,Apaf1 inhib,SENP8 block,Jurkat NFkB inh,697 NFkB inh,UBC13 polyUb,HKDC1 inhibitor,SENP7 block
Cc1ccc(S(=O)(=O)NC(=O)Nc2ccccc2F)cc1,18,6,-8,4,13,-7,0,-14
Cc1c(OC(C)C(=O)NC2CC(C)(C)NC(C)(C)C2)ccc2c3c(c(=O)oc12)CCC3 (stereo not given),41,-1,-9,-19,-3,1,-5,6
CCN(CCCNC(=O)CCn1c(=O)[nH]c2ccccc2c1=O)c1ccccc1,-2,i,3,-4,3,0,3,1
C[C@H]1CN([C@@H](C)CO)C(=O)c2cc(NC(=O)Nc3cccc4ccccc34)ccc2O[C@@H]1CN(C)Cc1ccc(-c2ccccc2)cc1,-8,33,0,-10,-3,1,1,7
O=c1cnn(Cc2ccc(F)cc2)c2ccccc12,-8,4,-2,3,12,5,-3,-8
CCN(C(=O)c1ccc2c(c1)OCO2)C1CCS(=O)(=O)C1 (stereo not given),-6,5,-12,-9,-17,-6,3,-6
CC(C)CN(C(=O)c1ccc(Br)o1)C1CCS(=O)(=O)C1 (stereo not given),-5,7,15,-9,14,0,-3,-5
N=c1n(CCN2CCOCC2)c2ccccc2n1CC(=O)c1ccc(Cl)c(Cl)c1,12,21,-1,0,-1,8,-1,-8
CC(C)c1cc(C(=O)N2CCN(C(c3ccccc3)c3ccccc3)CC2)no1,4,11,-1,-8,5,2,-1,2
Cc1ccc(N2C(=O)c3ccc(C(=O)N4CCN(c5cccc(C)c5C)CC4)cc3C2=O)cc1,4,18,-10,0,-4,-7,-2,-1

New compounds follow.
Compound,Gli-Sufu block,Apaf1 inhib,SENP8 block,Jurkat NFkB inh,697 NFkB inh,UBC13 polyUb,HKDC1 inhibitor,SENP7 block
CCc1ccc2[nH]c(=O)c(CN(CCN3CCOCC3)C(=O)Nc3ccccc3F)cc2c1,-36,2,11,-20,-24,-3,-2,1
COc1cccc(OC)c1C(=O)Nc1ccc2nc(C)c(C)nc2c1,-12,-15,-4,0,0,-4,5,-1
O=C(Nc1ccccc1C(=O)OCn1nnc2ccccc2c1=O)c1ccco1,1,6,1,1,-1,-4,3,-9
CCOc1ccc(NC(=O)CC2C(=O)N(CC)C(=S)N2NC(=O)c2ccncc2)cc1 (stereo not given),1,-11,-4,2,6,-2,-5,-2
Cc1cc(SCC(=O)c2ccccc2)n2ncc(-c3ccccc3)c2n1,-16,-14,-16,-50,-58,-2,-1,-5
COc1cc(Nc2ccccc2Cl)c([N+](=O)[O-])nc1[N+](=O)[O-],2,6,-5,-15,-14,-7,-1,9
CCOCCCNC(=O)C1CCCN1C(=O)NC1CCCCC1 (stereo not given),0,9,-2,1,-15,-2,-5,-9
COc1ccc(CNC(=O)c2cc(S(=O)(=O)N3CCCCC3)ccc2Cl)cc1OC,13,5,-4,8,-15,-11,-5,4
Cc1nnsc1-c1nnc(SCC(=O)c2ccc(F)cc2)n1C1CC1,25,-5,-2,1,4,9,-3,1
O=C(c1ccco1)N1CCN(C(=S)Nc2ccccc2Cl)CC1,-2,-14,-7,-9,-11,-5,-8,11

Ordered by heavy-atom count (descending): part of the list above.
Compound,Gli-Sufu block,Apaf1 inhib,SENP8 block,Jurkat NFkB inh,697 NFkB inh,UBC13 polyUb,HKDC1 inhibitor,SENP7 block
C[C@H]1CN([C@@H](C)CO)C(=O)c2cc(NC(=O)Nc3cccc4ccccc34)ccc2O[C@@H]1CN(C)Cc1ccc(-c2ccccc2)cc1,-8,33,0,-10,-3,1,1,7
Cc1ccc(N2C(=O)c3ccc(C(=O)N4CCN(c5cccc(C)c5C)CC4)cc3C2=O)cc1,4,18,-10,0,-4,-7,-2,-1
CCc1ccc2[nH]c(=O)c(CN(CCN3CCOCC3)C(=O)Nc3ccccc3F)cc2c1,-36,2,11,-20,-24,-3,-2,1
Cc1c(OC(C)C(=O)NC2CC(C)(C)NC(C)(C)C2)ccc2c3c(c(=O)oc12)CCC3 (stereo not given),41,-1,-9,-19,-3,1,-5,6
COc1ccc(CNC(=O)c2cc(S(=O)(=O)N3CCCCC3)ccc2Cl)cc1OC,13,5,-4,8,-15,-11,-5,4
O=C(Nc1ccccc1C(=O)OCn1nnc2ccccc2c1=O)c1ccco1,1,6,1,1,-1,-4,3,-9
Cc1cc(SCC(=O)c2ccccc2)n2ncc(-c3ccccc3)c2n1,-16,-14,-16,-50,-58,-2,-1,-5
COc1cccc(OC)c1C(=O)Nc1ccc2nc(C)c(C)nc2c1,-12,-15,-4,0,0,-4,5,-1
O=C(c1ccco1)N1CCN(C(=S)Nc2ccccc2Cl)CC1,-2,-14,-7,-9,-11,-5,-8,11
COc1cc(Nc2ccccc2Cl)c([N+](=O)[O-])nc1[N+](=O)[O-],2,6,-5,-15,-14,-7,-1,9
CCN(C(=O)c1ccc2c(c1)OCO2)C1CCS(=O)(=O)C1 (stereo not given),-6,5,-12,-9,-17,-6,3,-6
CC(C)CN(C(=O)c1ccc(Br)o1)C1CCS(=O)(=O)C1 (stereo not given),-5,7,15,-9,14,0,-3,-5
O=c1cnn(Cc2ccc(F)cc2)c2ccccc12,-8,4,-2,3,12,5,-3,-8
Cc1ccc2c(Cl)cc(Cl)c(OCC(=O)O)c2n1,1,6,-4,0,16,0,6,1

(next part)
Compound,Gli-Sufu block,Apaf1 inhib,SENP8 block,Jurkat NFkB inh,697 NFkB inh,UBC13 polyUb,HKDC1 inhibitor,SENP7 block
CC(C)(C)NC(=O)N1c2ccccc2Sc2ccccc21,0,2,-6,-7,-32,2,-1,1
COCCn1c(=S)[nH]c2cc(C(=O)NCC3CCCO3)ccc2c1=O (stereo not given),2,-10,9,-9,15,-2,-10,5
Cc1cc(NC(=O)c2c([N+](=O)[O-])cnn2C)no1,-1,-9,1,-11,3,16,17,12
CN(c1ccc(C(=O)N2CCCCC2)cc1)S(C)(=O)=O,-21,1,1,2,-5,-10,-9,-13
O=C(c1ccccc1)N1CCCCC(S(=O)(=O)c2ccc3ccccc3c2)C1=O (stereo not given),0,-12,10,2,4,5,0,2
CCCNC(=O)C(CC)NS(=O)(=O)c1ccc(OC)cc1 (stereo not given),28,-1,-1,-3,-4,3,-9,-3
CSc1ccccc1NC(=O)CN(Cc1ccccc1)S(C)(=O)=O,-3,0,1,-10,-1,8,-4,2
CN1CCCC1CCNC1C2CC3CC(C2)CC1C3 (stereo not given),3,-11,11,-26,15,5,-11,0
CC(C)COC(=O)N1CC(O)CC1C(=O)O (stereo not given),-2,-2,-6,-3,-1,-5,-1,-5
C/C(=N/NC(=O)CNC(=O)c1ccncc1)c1ccco1,3,-9,1,25,18,0,-4,-5

(cont.)
Compound,Gli-Sufu block,Apaf1 inhib,SENP8 block,Jurkat NFkB inh,697 NFkB inh,UBC13 polyUb,HKDC1 inhibitor,SENP7 block
Cc1cc2c(NC(=O)Nc3ccc(C(C)(C)C)cc3)cccc2nn1,2,23,-6,23,-27,-10,12,14
NS(=O)(=O)c1ccc(NC(=O)COC(=O)Cc2c[nH]c3ccccc23)cc1,1,-6,12,3,11,12,-9,6
O=C(COc1ccc([N+](=O)[O-])cc1)Nc1ccc(N2CCN(C(=O)c3ccco3)CC2)cc1,5,8,-10,1,19,-13,2,-10
COC(=O)C(C)(C)ONC(=O)Nc1ccccc1[N+](=O)[O-],-8,-5,-1,-17,8,8,-18,2
COc1ccc(NC(=O)c2ccc[n+]([O-])c2)cc1,-19,-6,10,-12,-49,-6,-3,-2
COc1ccccc1NS(=O)(=O)c1cc(-c2cnc(C3CC3)o2)ccc1C,13,8,-3,29,-57,2,0,13
O=C(O)C(c1ccccc1)N1C(=O)/C(=C\c2ccc(-c3cccc(Cl)c3)o2)SC1=S (stereo not given),2,15,20,11,17,-63,17,7
O=C(N/C(=C/c1cn(-c2ccccc2)nc1-c1ccccc1)C(=O)N1CCOCC1)c1ccccc1,x,17,-2,4,25,0,x,4
CCc1nnc(NC(=O)C2=CCN(S(=O)(=O)c3ccccc3)CC2)s1,1,-16,-7,-2,9,15,-6,-2
Cc1c(Br)c([N+](=O)[O-])nn1C(C)C(=O)NCc1cccs1 (stereo not given),16,-15,-4,-7,-5,-4,7,6

Continuation.
Compound,Gli-Sufu block,Apaf1 inhib,SENP8 block,Jurkat NFkB inh,697 NFkB inh,UBC13 polyUb,HKDC1 inhibitor,SENP7 block
CC(C)COc1cccc(-c2cc(C(=O)Nc3ccon3)c3ccccc3n2)c1,40,10,-2,7,5,1,2,-2
Cc1c(O)ccc2c(CC(=O)N[C@@H](Cc3c[nH]c4ccccc34)C(=O)O)cc(=O)oc12,6,-2,10,-3,15,12,-5,5
COc1ccc(S(=O)(=O)N2CCCCC2)cc1NC(=O)CCNC(=O)c1ccco1,-14,9,-8,2,15,1,1,0
COc1ccc(CN(C(=O)c2snc(C(N)=O)c2N)C(C(=O)NC(C)(C)C)c2ccco2)cc1 (stereo not given),5,-3,-1,8,15,44,-11,-6
O=C(c1cc2sccc2n1Cc1ccc(F)cc1)N1CCc2ccccc21,5,13,-3,-5,-5,15,6,-5
CSc1nc2ccc(NC(=O)c3ccco3)cc2s1,-72,12,-5,-84,-126,-12,-9,10
Cc1cc(C(=O)Nc2ccccc2C#N)n(-c2ccccc2)n1,2,-12,2,-3,9,2,0,-7
CCc1ccc(C2c3[nH]c4ccccc4c3CCN2C(=O)CN2CCN(CC)CC2)cc1 (stereo not given),-11,22,0,-20,7,25,-3,2

Screens: PubChem BioAssay, Sanford-Burnham Center for Chemical Genomics
